# Assay outcomes (PubChem)
# KOR beta-arrestin-1: KOR antagonists, beta-arrestin recruitment, cell-based, luminescence, uHTS (AID 1778). KOR beta-arrestin recruitment, luminescence, antagonist mode; higher % means a stronger effect. inhibition, % at 10 µM, or IC50 in µM where a hit was titrated. 290,000 tested, 0.091% active; note: strong numbers were not always called active
# HEK293 NOD2/NF-kB: NOD2 signaling inhibitors, cell-based, luminescence, uHTS, HEK293 (AID 1566); HEK293 NOD2/NF-kB luciferase reporter, luminescence; higher % means a stronger effect; inhibition, % at 4 µM; hits with a dose series show EC50 in µM; 290,000 tested, 0.63% active; note: many of its hits are not listed in these tables
# T cell modulator: T cell immune modulation candidate; calls only at 7 µM; 330,000 tested, 0.068% active; 2C CD8+ T cell-vesicle binding, flow cytometry; stronger effect = lower value;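 active = response, share of CD8 T cells binding vesicles, and their 90th percentile fluorescence all below set limits, cut at about 80% in these data, passing the limit was not always enough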
#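 Read-out – percent CD8+ FL2 mean versus row control · System – murine 2C transgenic CD8+ T lymphocytes · Times – 1.5 h cell–vesicle binding at 37 °C, then 20 min icy labelling · Control set – naked vesicles low, QL9 vesicles with vehicle high · Detection – cytometric PE anti-B7-1 and Alexa647 anti-CD8 signals after 1% paraformaldehyde fixation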
# GPR55 antagonists: GPR55 antagonists blocking LPI-driven arrestin recruitment, primary screen, imaging, U2OS, beta-arrestin-GFP, LPI agonist (AID 2013); U2OS GPR55 beta-arrestin-GFP translocation imaging, LPI antagonism; higher % means a stronger effect; one-dose inhibition, % at 10 µM; IC50 in µM for titrated hits; 290,000 tested, 0.13% active;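 active = spots per cell inhibited over 60%, with over 100 cells counted and total cytoplasm intensity under 500,000; inconclusive = wells with under 100 cells, flagged as likely toxic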;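 note: U2OS cells stably carrying GPR55 and arrestin-GFP stimulated by 5 µM LPI near EC80; imaged beta-arrestin-GFP aggregate spots per cell after agonist stimulation; plate controls were LPI-stimulated DMSO wells for no effect and DMSO wells without LPI for full effect; some results filed as inactive read as strong as hits; confirmed hits need IC50 under 10 µM and bright autofluorescent wells are also inconclusive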
# KOR beta-arrestin-2: kappa opioid receptor activators – cell-based, luminescence, uHTS, primary screen (AID 1777) | activation, % at 10 µM, or EC50 in µM where a hit was titrated | 280,000 tested, 0.02% active | KOR beta-arrestin recruitment, luminescence; higher % means a stronger effect; in the data active = activation above about 50%, passing the limit was not always enough; note: a part of the inactive calls stands beside numbers as strong as those of hits
# Myeloid diff MLP: promotes myeloid progenitor differentiation | ER-HoxA9 myeloid progenitors, lysozyme-GFP differentiation, flow cytometry | calls only at 10 µM | 360,000 tested, 1% active | AID 624256;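 active = normalized GFP-positive differentiation at or above the plate's own cutoff, the solvent-only control mean plus 3 SD; inconclusive = no clear call, values can overlap the other calls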;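 note: cells exposed to compound for four days before flow analysis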
# NOD1 NF-kB reporter: NOD1 signaling inhibitors, primary screen, cell-based, luminescence, uHTS (AID 1578); NOD1-driven NF-kB luciferase reporter cells, luminescence; higher % means a stronger effect; inhibition, % at 4 µM, or EC50 in µM where a hit was titrated; 290,000 tested, 1% active; in the data active = inhibition mostly above about 36%, no sharp cut-off; inactive = mostly below about 34%;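 note: HEK-293T reporter cells stimulated with the NOD1 agonist gamma-tri-DAP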
# NTR1 ag: NTR1-driven beta-arrestin-GFP spot formation – imaging, U2OS cells, high content, primary screen (AID 493036). agonist mode. activation, % at 20 µM. 330,000 tested, 0.17% active;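 active = activation at or above 40% of the spot to cytoplasm intensity ratio, with at least 20 cells analyzed; inconclusive = wells under 20 cells, flagged as cytotoxic or low count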;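 note: 0% = DMSO without peptide and 100% = 100 nM NTR1 peptide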
# Target sequence (P30989 whole entry, looked up): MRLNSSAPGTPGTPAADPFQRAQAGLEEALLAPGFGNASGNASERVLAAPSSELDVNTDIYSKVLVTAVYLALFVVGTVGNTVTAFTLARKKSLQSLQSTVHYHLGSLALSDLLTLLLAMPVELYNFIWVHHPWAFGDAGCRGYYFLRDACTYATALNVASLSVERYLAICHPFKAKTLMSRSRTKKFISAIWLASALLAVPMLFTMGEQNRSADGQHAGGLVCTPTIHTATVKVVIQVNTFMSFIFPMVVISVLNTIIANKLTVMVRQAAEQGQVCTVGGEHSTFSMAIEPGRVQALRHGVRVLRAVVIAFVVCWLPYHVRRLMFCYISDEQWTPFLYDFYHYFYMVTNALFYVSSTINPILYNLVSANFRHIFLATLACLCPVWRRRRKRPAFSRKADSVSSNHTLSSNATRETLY
# GPR55 activation: selective activators of receptor GPR55 – imaging, U2OS cells, beta-arrestin-GFP redistribution, primary screen (AID 1961); 290,000 tested, 0.048% active; one-dose activation, % at 10 µM; EC50 in µM for titrated hits; U2OS GPR55 beta-arrestin-GFP redistribution imaging; higher % means a stronger effect;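 active = activation above 40% with more than 50 cells counted in the well; inconclusive = wells holding fewer than 50 cells, flagged as toxic or sparse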;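 note: U2OS osteosarcoma cells stably expressing GPR55 and beta-arrestin-GFP; plate controls were DMSO negative control for no effect and LPI positive control for full effect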
# T cell modulator vesicle-bound %: further read-out of T cell modulator, marked with its call; double positive events, %; measured here: CD8+ vesicle-bound cell fraction;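 binding gate set so that unloaded-vesicle control wells show 10% double positive cells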
# NTR1 ag cell count 20 µM: further read-out of NTR1 ag, marked with its call; cell count; measured here: cell count, cytotoxicity flag
# Myeloid diff MLP GFP+ MAC1+ %: also measured in Myeloid diff MLP; calls as there; GFP+ MAC1+ double positive, %; measured here: differentiation confirmed by MAC1 staining
# An asterisk follows results filed as active; i = inactive; ? = inconclusive; . = no result given; + = active, no number; [ ] = another dose, or the depositor's remark. Cut-off read from the data, not from the text of the source, unless noted: active = inhibition above about 50%; inactive = the rest. An excerpt; count on the stated rates, not on these rows.
mol	KOR beta-arrestin-1	HEK293 NOD2/NF-kB	T cell modulator	T cell modulator vesicle-bound %	GPR55 antagonists	KOR beta-arrestin-2	Myeloid diff MLP	Myeloid diff MLP GFP+ MAC1+ %	NOD1 NF-kB reporter	NTR1 ag	NTR1 ag cell count 20 µM	GPR55 activation
Cc1cc(C)c2nc(-c3ccccn3)cc(C(=O)NCCc3ccc(S(N)(=O)=O)cc3)c2c1	-4.1%	17.5%	i	46.4	-7.2%	-3.9%	i	0.0	-18.6%	0.1	21	-0.1%
O=C(COc1ncnc2scc(-c3ccc(Cl)cc3)c12)NCc1ccco1	-2.3%	21.7%	i	45.1	8.3%	-1.1%	i	0.9	-10.7%	0.9	70	-0.1%
N#Cc1c(NC(=O)CSc2n[nH]c(N)n2)oc(-c2ccccc2)c1-c1ccccc1	11.3%	-16.3%	i	23.0	1.8%	-3.5%	i	0.4	13.7%	3.3	66	-0.2%
Cc1cc(NC(=O)C2CC(c3ccccc3Cl)=NO2)no1 (stereo unspecified)	2.0%	-1.7%	i	20.3	-11.3%	6.4%	i	1.4	-11.7%	-0.1	63	0.5%
Cc1nn(CC(=O)Nc2ccc3c(c2)OCO3)c(C)c1Cl	7.5%	-29.7%	i	32.4	-15.1%	5.2%	?	.	-0.2%	0.2	64	-0.4%
COc1ccc(N2CCN(C(=O)c3ccc(C(C)(C)C)cc3)CC2)cc1	-5.4%	-24.6%	i	61.5	-18.7%	11.9%	i	0.9	2.9%	2.3	57	-0.1%
Cc1cc(=O)oc2c3c(cc(OCC(=O)NCCC(=O)N[C@@H](C)C(=O)O)c12)OC(C)(C)CC3	17.4%	-4.1%	i	16.8	1.5%	-5.0%	i	0.6	-2.9%	.	.	0.2%
COc1ccc(C)cc1NC(=O)C1CCCN1S(=O)(=O)c1ccc2c(c1)CCC(=O)N2 (stereo unspecified)	-10.0%	1.3%	i	40.8	-6.9%	-1.7%	i	6.8	5.5%	-5.0	47	-0.1%
COc1ccc(OCc2nnc(SCC(=O)NCc3ccco3)o2)cc1	6.1%	8.9%	i	35.1	7.5%	-5.4%	i	1.6	0.3%	-2.2	81	-0.1%
COc1ccc(/C=C/CN2CCC(CO)(Cc3ccccc3Cl)CC2)cc1	-112.9%[20 µM]	-10.3%	i	26.5	-1.4%	.	i	0.4	33.7%	4.4	42	-0.1%
S=c1[nH]nc(-c2ccc3ccccc3n2)n1-c1cc(Cl)cc(Cl)c1	-21.1%	35.4%	i	17.4	-6.3%	-3.7%	i	0.3	36.0%	1.4	49	0.1%
COc1ccc(-c2ccc3nnc(SCC(N)=O)n3n2)cc1	-15.1%	6.8%	i	39.6	2.3%	-6.6%	i	0.4	-18.7%	-1.2	58	0.0%
Clc1ccc(-c2nnc(-c3ccccc3)nc2N2CCSCC2)cc1	-19.8%	1.6%	i	20.1	-8.6%	0.2%	i	0.4	11.4%	4.4	78	0.8%
CCCCCCCSc1nnc(-c2ccccc2N)c(=O)[nH]1	-0.9%	11.2%	i	65.8	10.4%	-3.9%	i	0.2	20.0%	4.4	34	0.2%
COC(=O)c1cc(O)c(O)c(O)c1	-1.2%	5.5%	i	16.8	0.5%	-4.6%	i	1.7	-22.4%	-5.7	89	-0.3%
O=C(c1ccco1)N1CCN(C(=S)Nc2cc(F)cc(F)c2)CC1	-18.7%	-3.0%	i	10.3	-4.8%	5.0%	i	2.0	-24.7%	-0.9	39	-0.2%
COC(=O)C(C)Sc1nnc(Cc2cc(=O)[nH]c(=O)[nH]2)n1-c1ccc(Cl)cc1 (stereo unspecified)	-8.2%	12.4%	i	44.5	-4.9%	5.1%	i	3.0	-0.1%	-1.8	60	-0.1%
Cc1cc(=O)oc(C)c1C(=O)OCC(=O)c1ccc(Cl)c(Cl)c1	8.3%	11.7%	i	54.5	9.4%	4.9%	i	3.6	-32.3%	1.7	51	-0.1%
CC(=O)Nc1c2c(nn1-c1ccccc1C)CS(=O)C2 (stereo unspecified)	-57.2%	-4.9%	i	22.4	-6.3%	0.3%	i	0.3	5.5%	-1.7	48	-0.1%
COc1ccccc1-c1c(C)nn2c(N3CCC(C(N)=O)CC3)cc(C)nc12	-4.1%	14.6%	i	38.3	2.4%	-0.6%	i	2.2	-17.5%	-1.3	102	1.1%
Cc1ccc(S(=O)(=O)NC(=O)Nc2nnc(C)s2)cc1	-1.1%	7.3%	i	22.7	7.0%	-2.3%	i	0.7	-8.4%	-0.6	101	0.4%
Cc1ccc(C2=NN(C(=O)c3ccccc3F)C(c3ccccc3F)C2)cc1 (stereo unspecified)	-9.1%	-25.4%	i	41.0	-6.4%	-3.8%	i	0.2	15.4%	5.2	85	-0.1%
COc1ccc(C2C3=C(CC(C)(C)CC3=O)Nc3cc4c(cc32)OCO4)cc1 (stereo unspecified)	-23.9%	9.2%	i	50.9	9.5%	-1.8%	i	1.1	-31.1%	3.8	58	0.0%
CNC(=O)COC(=O)c1cc(NC(=O)c2ccco2)c(OC)c(OC)c1	7.0%	8.5%	i	43.7	2.9%	-1.5%	i	0.8	-13.3%	0.8	58	0.0%
O=C(/C=C/c1cccs1)Nc1ccc([N+](=O)[O-])cc1	6.7%	-48.8%	i	37.8	-5.4%	-2.7%	i	0.1	-35.3%	-1.3	50	-0.2%

# Grouped by structure: the entries above with a thiophene ring, fused or not (two)
mol	KOR beta-arrestin-1	HEK293 NOD2/NF-kB	T cell modulator	T cell modulator vesicle-bound %	GPR55 antagonists	KOR beta-arrestin-2	Myeloid diff MLP	Myeloid diff MLP GFP+ MAC1+ %	NOD1 NF-kB reporter	NTR1 ag	NTR1 ag cell count 20 µM	GPR55 activation
O=C(COc1ncnc2scc(-c3ccc(Cl)cc3)c12)NCc1ccco1	-2.3%	21.7%	i	45.1	8.3%	-1.1%	i	0.9	-10.7%	0.9	70	-0.1%
O=C(/C=C/c1cccs1)Nc1ccc([N+](=O)[O-])cc1	6.7%	-48.8%	i	37.8	-5.4%	-2.7%	i	0.1	-35.3%	-1.3	50	-0.2%

# Back to the main list; the 2 compounds before the break are reprinted first.
mol	KOR beta-arrestin-1	HEK293 NOD2/NF-kB	T cell modulator	T cell modulator vesicle-bound %	GPR55 antagonists	KOR beta-arrestin-2	Myeloid diff MLP	Myeloid diff MLP GFP+ MAC1+ %	NOD1 NF-kB reporter	NTR1 ag	NTR1 ag cell count 20 µM	GPR55 activation
CNC(=O)COC(=O)c1cc(NC(=O)c2ccco2)c(OC)c(OC)c1	7.0%	8.5%	i	43.7	2.9%	-1.5%	i	0.8	-13.3%	0.8	58	0.0%
O=C(/C=C/c1cccs1)Nc1ccc([N+](=O)[O-])cc1	6.7%	-48.8%	i	37.8	-5.4%	-2.7%	i	0.1	-35.3%	-1.3	50	-0.2%
Cc1csc(NC(=O)c2nn(C)c(C)c2[N+](=O)[O-])n1	20.4%	-4.6%	i	47.8	-2.9%	-0.7%	i	0.1	-13.8%	3.6	49	-0.1%
Nc1nc(NCc2ccco2)nc(N2CCCC2)c1[N+](=O)[O-]	-1.6%	9.5%	i	49.4	-12.2%	-3.1%	i	0.7	7.3%	3.2	44	-0.2%
CCCc1cc(C(=O)Nc2sc3c(c2C(=O)OCC)CCCC3)no1	-9.5%	12.0%	i	29.2	14.6%	1.4%	i	1.3	-3.0%	8.4	68	-0.3%
S=c1[nH]nc(-c2ccc(Cl)cc2)n1CC1CCCO1 (stereo unspecified)	13.0%	14.4%	i	17.3	-5.9%	-3.7%	i	14.2	15.7%	-0.6	53	-0.1%
COC(=O)c1ccc(CN2CCN(CCc3ccccc3)C(CCO)C2)cc1 (stereo unspecified)	24.0%[20 µM]	-0.9%	i	26.3	11.9%	-2.7%	i	0.1	-18.6%	2.1	73	0.3%
COc1cc(C2CC(=O)c3cnc(NC(=O)c4ccco4)nc3C2)cc(OC)c1OC (stereo unspecified)	-17.1%	-1.6%	i	19.2	-5.7%	2.0%	.	.	-5.5%	1.1	36	-0.1%
CC(C)C(C(=O)N1CCN(C(=O)OC(C)(C)C)CC1)n1cc(-c2cn([C@@H](C)C(=O)N3CCN(C(=O)OC(C)(C)C)CC3)nn2)nn1 (stereo partly specified)	-7.3%	-4.2%	.	.	7.4%	2.7%	.	.	-7.7%	3.0	76	0.6%
Oc1ccc(Br)cc1-c1ccnn1-c1ccccc1	-60.5%	-6.2%	i	58.3	-47.1%	3.1%	+	1.9*	82.1%*	0.6	59	-0.2%
Cc1c(C(=O)O)sc(=S)n1-c1ccc(Cl)cc1	14.0%	14.1%	i	14.4	5.7%	-0.1%	.	.	-9.4%	-0.8	37	0.1%
Cc1cc(-c2cc(-c3ccc(Cl)cc3)on2)nc(NCC2CC2)n1	7.2%	17.6%	i	34.9	-2.6%	1.2%	i	1.4	8.6%	-0.4	87	-0.2%
CCC1(C)Cc2ccccc2-c2[nH][nH]c(=O)c21 (stereo unspecified)	-6.7%	20.0%	i	29.2	-6.1%	0.2%	i	0.7	5.8%	-0.6	79	-1.2%
COc1ccccc1CNC(=O)C(C)NS(=O)(=O)c1ccc(C)cc1 (stereo unspecified)	-6.1%	7.3%	i	32.3	5.9%	-1.8%	i	6.8	-10.1%	-0.1	48	-0.1%
Cc1ccccc1-c1cc(C(=O)N2CCCC2)c2ccccc2n1	-9.6%	13.1%	i	10.1	1.5%	-2.2%	i	0.7	-23.1%	-0.1	55	-0.2%
Cc1c(C(=O)Oc2ccc(F)cc2)sc2ncn(Cc3cccc(F)c3)c(=O)c12	-4.2%	14.1%	i	15.5	16.1%	5.3%	i	0.6	22.0%	7.1	50	0.1%
COc1ccc(NC(=O)c2ccc(S(=O)(=O)C(F)F)cc2)c(OC)c1	-27.3%	-2.4%	i	30.6	-3.3%	5.2%	i	0.5	-2.1%	1.3	46	-0.3%
O=C(/C=C/Nc1ccc(Br)cc1F)c1ccccc1	9.7%	-10.6%	i	30.9	4.6%	-3.0%	i	0.6	27.6%	0.0	36	-0.3%
COc1ccc(C(c2nnnn2C2CCCCC2)N2CCN(c3ccccc3F)CC2)cc1 (stereo unspecified)	-69.7%	-22.2%	i	52.5	-17.6%	3.1%	i	1.1	-8.9%	0.8	68	-0.1%
